TEAD-YAP inh – TEAD-YAP interaction inhibition; HEK-TIYL cells, TEAD-Gal4/YAP UAS-luciferase luminescence; inhibition, % at 9.12 µM; 640,000 compounds, 1.4% hits; AID 1259422; in the data active = inhibition above about 32%;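 also: 0% = median of test compound wells and 100% = reference inhibitor wells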
GPR151 activ – activators of human GPR151; Q8TDV0; PathHunter beta-arrestin GPR151 cells, luminescence; activation, % at 11.2 µM; 650,000 compounds, 1% hits; in the data active = activation above about 4.9%;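 also: 0% = median of compound wells and 100% = cells with positive control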
Target sequence (Q8TDV0 whole entry, looked up): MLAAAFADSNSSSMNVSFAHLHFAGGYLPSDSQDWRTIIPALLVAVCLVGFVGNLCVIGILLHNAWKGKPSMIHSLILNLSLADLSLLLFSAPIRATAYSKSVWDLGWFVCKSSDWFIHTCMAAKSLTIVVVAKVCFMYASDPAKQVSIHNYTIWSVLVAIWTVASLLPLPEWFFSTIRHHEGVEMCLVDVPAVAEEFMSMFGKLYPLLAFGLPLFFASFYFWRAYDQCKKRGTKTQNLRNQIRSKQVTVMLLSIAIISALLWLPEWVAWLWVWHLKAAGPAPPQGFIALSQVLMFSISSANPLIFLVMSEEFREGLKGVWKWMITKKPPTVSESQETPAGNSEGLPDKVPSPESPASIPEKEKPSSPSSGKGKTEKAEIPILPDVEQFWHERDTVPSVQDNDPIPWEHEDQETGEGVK
FBW7 activator – activators of human E3 ligase FBW7; AlphaScreen FBW7–phospho-cyclin E peptide binding, activator screen; normalized activity (activation), % at 26.1 µM; 650,000 compounds, 0.13% hits; AID 1259310; in the data active = normalized activity above about 1.9%;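 also: purified mutant Fbw7 with reduced substrate affinity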
Target sequence (Q969H0 whole entry, looked up): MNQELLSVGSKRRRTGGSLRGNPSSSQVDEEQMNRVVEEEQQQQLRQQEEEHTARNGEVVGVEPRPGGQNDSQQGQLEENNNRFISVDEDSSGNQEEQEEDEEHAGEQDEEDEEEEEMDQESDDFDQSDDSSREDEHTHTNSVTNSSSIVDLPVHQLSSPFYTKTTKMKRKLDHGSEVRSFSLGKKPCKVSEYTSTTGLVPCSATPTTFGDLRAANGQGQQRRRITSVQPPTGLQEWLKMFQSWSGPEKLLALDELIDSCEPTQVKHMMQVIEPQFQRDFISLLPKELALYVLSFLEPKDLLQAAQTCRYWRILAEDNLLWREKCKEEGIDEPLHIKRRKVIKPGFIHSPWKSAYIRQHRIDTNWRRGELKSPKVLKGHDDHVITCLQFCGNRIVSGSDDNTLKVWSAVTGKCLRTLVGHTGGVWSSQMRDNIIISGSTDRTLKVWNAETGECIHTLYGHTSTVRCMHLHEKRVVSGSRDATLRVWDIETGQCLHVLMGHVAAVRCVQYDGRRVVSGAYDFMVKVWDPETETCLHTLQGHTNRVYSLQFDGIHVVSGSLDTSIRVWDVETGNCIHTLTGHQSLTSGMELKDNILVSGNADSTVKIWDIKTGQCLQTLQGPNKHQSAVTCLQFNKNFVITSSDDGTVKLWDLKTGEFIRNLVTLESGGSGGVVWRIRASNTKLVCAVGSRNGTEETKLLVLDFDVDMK
MITF inh – inhibitors of human MITF. AlphaScreen MITF homodimerization, bead proximity signal. inhibition, % at 2.6 µM. O75030. 650,000 compounds, 0.91% hits; in the data active = inhibition above about 50%;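 also: 0% = vehicle wells with protein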
Starred values were filed as active, the others as inactive; & = joins results of further samples.

Results for CCS(=O)(=O)N1CCCC(C(=O)NCCCN(C)Cc2ccccc2)C1 (stereo not given) ?
TEAD-YAP inh: -1.5; GPR151 activ: 1.6; FBW7 activator: 0.1; MITF inh: -6.6

Results for CCN(CC)S(=O)(=O)c1cc([N+](=O)[O-])ccc1NNC(=O)NCCCl ?
TEAD-YAP inh: -3.1; GPR151 activ: 0.3; FBW7 activator: 0.5; MITF inh: 8.4

How did COc1ccc(-c2cnc3ccc(NCc4ccc(S(N)(=O)=O)cc4)nn23)cn1 do in these assays?
TEAD-YAP inh: -10.2; GPR151 activ: 0.1&-1.3; FBW7 activator: -0.2; MITF inh: -19.7

How did O=C(Oc1ccc2cc(Br)ccc2c1)c1cccnc1 do in these assays?
TEAD-YAP inh: -3.4; GPR151 activ: -0.6; FBW7 activator: -0.2; MITF inh: -1.4

What do the screens show for `COc1ccc(C(=O)N2CCN(Cc3ccc4ccccc4c3)CC2)cc1OC`?
TEAD-YAP inh: 38.3*; GPR151 activ: 0.5; FBW7 activator: 0.0; MITF inh: 69.9*

What do the screens show for `Cc1ccc(N(C(C)C(=O)NCc2ccncc2)S(C)(=O)=O)cc1` (stereo not given)?
TEAD-YAP inh: 5.3; GPR151 activ: 0.6; FBW7 activator: -0.1; MITF inh: 8.4

Results for O=C(Nc1nnc(-c2ccco2)s1)C(=O)c1c[nH]c2ccccc12 ?
TEAD-YAP inh: 0.5; GPR151 activ: 1.5; FBW7 activator: -0.3; MITF inh: 2.3

Results for Cc1cccc(C)c1OCC(=O)N/N=C/c1cc2c(cc1[N+](=O)[O-])OCO2 ?
TEAD-YAP inh: -3.8; GPR151 activ: 2.9; FBW7 activator: 0.1; MITF inh: 2.4

How did CC(Oc1ccc(C#N)cc1)C(=O)NNC(=O)CCS(=O)(=O)c1ccc(Cl)cc1 (stereo not given) do in these assays?
TEAD-YAP inh: 0.0; GPR151 activ: 1.1; FBW7 activator: 0.1; MITF inh: -8.3

What do the screens show for `Cc1ccccc1-c1cnnc(NCc2ccc3ncccc3c2)n1`?
TEAD-YAP inh: -5.7; GPR151 activ: 1.0; FBW7 activator: 0.2; MITF inh: 11.6

What do the screens show for `COc1cc(C(=O)N/C(=C/c2ccco2)C(=O)O)cc(OC)c1OC`?
TEAD-YAP inh: -1.3; GPR151 activ: -1.5; FBW7 activator: -0.2; MITF inh: 18.5

Results for CCOc1ccc(/C=C2/Sc3ccc(C(=O)O)cc3N(C)C2=O)cc1OC ?
TEAD-YAP inh: -2.7; GPR151 activ: 0.1; FBW7 activator: 0.1; MITF inh: 4.4

Results for Cc1ccnc(NC(=S)NC(=O)c2cccc(I)c2)c1 ?
TEAD-YAP inh: -37.5; GPR151 activ: -0.9; FBW7 activator: -0.2; MITF inh: 3.4

How did Cc1cc(C)n(CCC(=O)N2C[C@H](C(=O)O)[C@@H](c3ccc(F)cc3)C2)n1 do in these assays?
TEAD-YAP inh: 11.1; GPR151 activ: -0.8; FBW7 activator: 0.1; MITF inh: 15.1

What do the screens show for `COc1ccccc1C(=O)c1c(NC(=O)CN2CCOCC2)sc2c1CCC2`?
TEAD-YAP inh: -4.8; GPR151 activ: 0.7; FBW7 activator: -0.1; MITF inh: -11.8

What do the screens show for `Cc1cc(C)nc(/N=C(/NC(=O)Nc2ccc(Cl)c(Cl)c2)Nc2ccc(C)c(C)c2)n1`?
TEAD-YAP inh: 5.7; GPR151 activ: 0.0; FBW7 activator: -0.1; MITF inh: 4.8

Results for O=C(COc1ccccc1CNC1CCCC1)NCc1ccccc1 ?
TEAD-YAP inh: -3.0; GPR151 activ: -0.2; FBW7 activator: 0.3; MITF inh: 14.4

Results for CCOc1c(Br)cc(C(=O)OCc2cc(C(=O)OC)c(C)o2)cc1OC ?
TEAD-YAP inh: 17.4; GPR151 activ: -1.1; FBW7 activator: 0.0; MITF inh: -2.1

Results for NC(=O)CSc1nnc(CNc2ccccc2)o1 ?
TEAD-YAP inh: 6.0; GPR151 activ: -1.5; FBW7 activator: 0.6; MITF inh: 10.5

What do the screens show for `Cc1cc(C)nc(SCC(=O)c2ccc(F)cc2)n1`?
TEAD-YAP inh: -18.5; GPR151 activ: 0.4; FBW7 activator: -0.1; MITF inh: 6.1

2 compounds picked at random from the list so far, as already listed:
Results for Cc1ccnc(NC(=S)NC(=O)c2cccc(I)c2)c1 ?
TEAD-YAP inh: -37.5; GPR151 activ: -0.9; FBW7 activator: -0.2; MITF inh: 3.4

What do the screens show for `Cc1ccc(N(C(C)C(=O)NCc2ccncc2)S(C)(=O)=O)cc1` (stereo not given)?
TEAD-YAP inh: 5.3; GPR151 activ: 0.6; FBW7 activator: -0.1; MITF inh: 8.4

Remaining list, next part.
What do the screens show for `CC(C)C(=O)NC(NC(=S)NC1CCS(=O)(=O)C1)C(Cl)(Cl)Cl` (stereo not given)?
TEAD-YAP inh: -2.7; GPR151 activ: 0.3; FBW7 activator: 0.1; MITF inh: -3.2

Results for COc1ccc(N2C(=O)C3C4C=CC(C4)C3C2=O)cc1OC (stereo not given) ?
TEAD-YAP inh: 9.4; GPR151 activ: 1.3; FBW7 activator: 0.1; MITF inh: -0.6

Results for COC(=O)c1sc2nc(Cc3ccccc3)[nH]c(=O)c2c1C ?
TEAD-YAP inh: -5.8; GPR151 activ: -2.5; FBW7 activator: 0.0; MITF inh: -1.4

What do the screens show for `CN1CCCCCC1=NC1=C(C#N)CCCC1`?
TEAD-YAP inh: 5.5; GPR151 activ: 0.3; FBW7 activator: -0.1; MITF inh: -2.1

What do the screens show for `CCCCCCCC(=O)Nc1ccc(C(=O)Nc2ccc(I)cc2C)cc1`?
TEAD-YAP inh: 0.9; GPR151 activ: 0.1; FBW7 activator: -0.1; MITF inh: -9.5

What do the screens show for `COc1cc(C(=O)Nc2nnc(-c3ccc4c(c3)CCCC4)o2)cc(OC)c1OC`?
TEAD-YAP inh: -2.5; GPR151 activ: -0.4; FBW7 activator: -0.1; MITF inh: 2.1

Results for Cc1ccc(N2C(N)=C(C#N)C(c3ccc(Cl)cc3)C3=C2CCCC3=O)cc1 (stereo not given) ?
TEAD-YAP inh: 15.3; GPR151 activ: -0.6; FBW7 activator: 0.0; MITF inh: 4.3

What do the screens show for `COc1cc(/C=C/c2ccc(O)c(OC)c2)ccc1O`?
TEAD-YAP inh: -54.3; GPR151 activ: -0.5; FBW7 activator: -0.1; MITF inh: -0.1

Results for CC(C)(C)NC(=O)CSc1nnc2c3ccccc3nc(C(C)(C)C)n12 ?
TEAD-YAP inh: 2.7; GPR151 activ: 1.0; FBW7 activator: 0.1; MITF inh: 10.5

How did Cc1ccc(C(=O)N2CCN(c3c(Cl)cccc3[N+](=O)[O-])CC2)cc1 do in these assays?
TEAD-YAP inh: -15.8; GPR151 activ: -0.3; FBW7 activator: 0.3; MITF inh: 9.7

How did O=C(c1nnc(Cc2ccc(Cl)cc2)o1)N1CCOCC1 do in these assays?
TEAD-YAP inh: 0.2; GPR151 activ: 1.4; FBW7 activator: -0.1; MITF inh: 10.7

How did CCOc1cccc(N2C(=O)CC(N3CCN(CC)CC3)C2=O)c1 (stereo not given) do in these assays?
TEAD-YAP inh: -5.0; GPR151 activ: 2.7; FBW7 activator: 0.1; MITF inh: -6.8

How did CC1CCN(CCCNC(=O)C2(S(=O)(=O)c3ccc(Cl)cc3)CC2)CC1 do in these assays?
TEAD-YAP inh: 4.7; GPR151 activ: 0.4; FBW7 activator: 0.1; MITF inh: 2.9

Results for NC(=O)c1nc(-c2cc(Br)ccc2O)nc2c1[nH]c(=O)n2-c1ccccc1 ?
TEAD-YAP inh: -1.3; GPR151 activ: -1.2; FBW7 activator: 0.6; MITF inh: 10.9

How did Cc1cc(C)c2c(c1)cc(CN(C(=O)c1cccnc1)C1CCCCC1)c1nnnn12 do in these assays?
TEAD-YAP inh: -8.1; GPR151 activ: -0.6; FBW7 activator: 0.0; MITF inh: -1.0

What do the screens show for `CCOC(=O)c1sc(NC(=O)CSc2nnc(CNC(=O)Cc3ccccc3)n2-c2cccc(C)c2)c(C(=O)OCC)c1C`?
TEAD-YAP inh: -7.2; GPR151 activ: -0.8; FBW7 activator: 0.1; MITF inh: 2.4

What do the screens show for `O=C(/C=C/c1ccccc1)N1CCN(c2ccc([N+](=O)[O-])cc2)CC1`?
TEAD-YAP inh: 9.4; GPR151 activ: 0.8; FBW7 activator: 0.1; MITF inh: 25.6

Results for CCc1nc2nc(C)cc(Nc3ccccc3Cl)n2n1 ?
TEAD-YAP inh: 5.2; GPR151 activ: -2.0; FBW7 activator: 0.6; MITF inh: 9.6

Results for CCOC(=O)c1ccc(NC(=O)NCCN2CCN(c3ccc(OC)cc3)CC2)cc1 ?
TEAD-YAP inh: 16.0; GPR151 activ: 1.0; FBW7 activator: -0.1; MITF inh: 11.1

Results for O=S(=O)(c1ccccc1)c1nc(-c2ccccc2)oc1NCCCN1CCOCC1 ?
TEAD-YAP inh: 0.9; GPR151 activ: -0.2; FBW7 activator: 0.5; MITF inh: 13.3

How did Cc1nc2cccnc2n1C1CCN(C(=O)NCc2ccccc2)CC1 do in these assays?
TEAD-YAP inh: -8.9; GPR151 activ: 0.5; FBW7 activator: 0.0; MITF inh: 5.5

How did CCCNC(=O)COC(=O)CCC(=O)c1ccc(F)cc1 do in these assays?
TEAD-YAP inh: 5.7; GPR151 activ: 0.9; FBW7 activator: 0.0; MITF inh: 3.0

How did O=C(O)[C@H]1CN(C(=O)c2ccccn2)C[C@@H]1c1ccc(F)cc1 do in these assays?
TEAD-YAP inh: -6.6; GPR151 activ: -0.5; FBW7 activator: 0.0; MITF inh: -10.0

Results for CC(=O)NC(NC(=S)Nc1sc2c(c1C(N)=O)CCCC2)C(Cl)(Cl)Cl (stereo not given) ?
TEAD-YAP inh: 8.7; GPR151 activ: -0.4; FBW7 activator: 0.1; MITF inh: -5.2

Results for O=C(CSCc1ccc(Br)cc1)N1CCCC1 ?
TEAD-YAP inh: -9.7; GPR151 activ: 2.3; FBW7 activator: -0.6; MITF inh: -2.3

How did CC(=O)NS(=O)(=O)c1ccc(N)cc1 do in these assays?
TEAD-YAP inh: -3.6; GPR151 activ: 0.2&-0.9&1.3; FBW7 activator: 0.1&-0.2&0.0; MITF inh: 18.2&-8.7&11.3

How did C=CCOc1ccc(C2Oc3nc(SC)nnc3-c3ccccc3N2C(C)=O)cc1 (stereo not given) do in these assays?
TEAD-YAP inh: 8.4; GPR151 activ: -2.3; FBW7 activator: 0.3; MITF inh: 12.0

How did Nc1nc2c(ncn2COC(CO)CO)c(=O)[nH]1 do in these assays?
TEAD-YAP inh: 7.5&-3.5; GPR151 activ: -1.7&-1.0&0.7&-0.6; FBW7 activator: 0.0&0.8&-0.1&0.4; MITF inh: -0.5&4.2&4.0&16.7

Results for Cc1c(C(c2cc(I)ccc2O)c2c(C)n(C)n(-c3ccccc3)c2=O)c(=O)n(-c2ccccc2)n1C ?
TEAD-YAP inh: 8.8; GPR151 activ: 2.8; FBW7 activator: -0.1; MITF inh: 8.3

What do the screens show for `CC(C)OCC(O)Cn1c(NC2CCCCC2)nc2c1c(=O)[nH]c(=O)n2C` (stereo not given)?
TEAD-YAP inh: -14.7; GPR151 activ: -1.2; FBW7 activator: 0.0; MITF inh: 5.8

The list goes on, starting with the last 2 of the part before.
Results for Cc1c(C(c2cc(I)ccc2O)c2c(C)n(C)n(-c3ccccc3)c2=O)c(=O)n(-c2ccccc2)n1C ?
TEAD-YAP inh: 8.8; GPR151 activ: 2.8; FBW7 activator: -0.1; MITF inh: 8.3

What do the screens show for `CC(C)OCC(O)Cn1c(NC2CCCCC2)nc2c1c(=O)[nH]c(=O)n2C` (stereo not given)?
TEAD-YAP inh: -14.7; GPR151 activ: -1.2; FBW7 activator: 0.0; MITF inh: 5.8

How did CSc1nnc2c(n1)OC(c1cc3c(cc1Cl)OCO3)N(C(C)=O)c1ccccc1-2 (stereo not given) do in these assays?
TEAD-YAP inh: 17.4; GPR151 activ: 0.5; FBW7 activator: 0.0; MITF inh: -1.9

Results for Cc1ccc(OCC(=O)N/N=C\c2cccnc2)c([N+](=O)[O-])c1 ?
TEAD-YAP inh: -3.0; GPR151 activ: -0.5; FBW7 activator: 0.0; MITF inh: 2.6

How did O=C1CCCC2=C1C(c1ccccc1Cl)Nc1ccc(C(=O)c3ccccc3)cc1N2 (stereo not given) do in these assays?
TEAD-YAP inh: 3.2; GPR151 activ: -1.2; FBW7 activator: -0.1; MITF inh: 2.9

How did Nc1nnnn1/N=C\c1cc2c(cc1[N+](=O)[O-])OCO2 do in these assays?
TEAD-YAP inh: -5.5; GPR151 activ: 2.0; FBW7 activator: 0.0; MITF inh: 6.0

What do the screens show for `COc1ccc(CCNC(=O)c2ccc3c(c2)CC(c2nc4ccc(-c5ccnc(N)n5)cc4[nH]2)CO3)cc1` (stereo not given)?
TEAD-YAP inh: 41.1*; GPR151 activ: 0.2; FBW7 activator: 5.8*; MITF inh: -8.9

Results for O=C(OCc1c(F)cccc1Cl)c1ccc(F)c(S(=O)(=O)N2CCOCC2)c1 ?
TEAD-YAP inh: 9.2; GPR151 activ: 1.3; FBW7 activator: -0.1; MITF inh: 9.9

What do the screens show for `O=C(CSc1nc2[nH]ncc2c(=O)n1-c1ccc(Br)cc1)c1ccc(Cl)c(Cl)c1`?
TEAD-YAP inh: -2.6; GPR151 activ: 0.5; FBW7 activator: 0.2; MITF inh: 6.1

What do the screens show for `CN(C)c1ccc(NC2=C([N+](=O)[O-])C(=O)c3ccccc32)cc1`?
TEAD-YAP inh: 2.0; GPR151 activ: -2.3; FBW7 activator: -0.6; MITF inh: 85.8*

Results for COCCN1CC(O)=C(c2nc(-c3ccc(F)cc3)cs2)C1=N ?
TEAD-YAP inh: -9.3; GPR151 activ: 0.7; FBW7 activator: 0.0; MITF inh: 8.2

Screening data from PubChem BioAssay.

Compounds were not picked by outcome; about 3.5% have a hit in one of these screens.
